Yp Topo-I inh: blocks Yersinia pestis topoisomerase I activity | Y. pestis Topo-I cleavage product accumulation, plate reader | activity, % at 10 µM | 360,000 tested, 0.064% active; in the data active = activity above about 50%, passing the limit was not always enough; note: inactives centre near 2
FadD28 FP inh: blocks FadD28 binding to the bisubstrate probe. fluorescence polarization. inhibition, % at 12.5 µM. 360,000 tested, 0.22% active; in the data active = inhibition above about 8.5%, passing the limit was not always enough
GDH-TPI inh: GDH-TPI coupled enzyme inhibition counter-screen | GDH-TPI coupled enzyme counterscreen, NADH absorbance | inhibition, % at 4.8 µM | 360,000 tested, 1.2% active; in the data active = inhibition above about 30%;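 note: 0% = DMSO wells and 100% = wells lacking the enzyme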
TcdB GH inh: TcdB glycohydrolase inhibition; TcdB glycohydrolase enzymatic assay, plate reader; inhibition, % at 9.99 µM; P18177; 350,000 tested, 0.24% active; in the data active = inhibition above about 10%
FBA Mtb inh: Mtb fructose-bisphosphate aldolase inhibition; P9WQA3; purified M. tuberculosis FBA, fluorescence read-out; inhibition, % at 1 µM; 360,000 tested, 2.3% active; AID 588726; in the data active = inhibition above about 27%;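 note: 0% = vehicle and 100% = reference inhibitor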
Mtb BioA inh: blocks M. tuberculosis BioA enzyme activity | 360,000 tested, 0.096% active | inhibition, % at 9.99 µM | purified M. tuberculosis BioA enzyme, plate reader; in the data active = inhibition above about 40%
PfHsp40 rescue: compounds rescuing yeast from Plasmodium falciparum HSP40 toxicity | S. cerevisiae expressing PfHsp40, growth rescue, ATP luminescence | growth rescue, % at 12.5 µM | 340,000 tested, 0.68% active; in the data active = growth rescue above about 28%, passing the limit was not always enough;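 note: yeast W303a lacking pdr1 and pdr3 grown in galactose medium; growth measured after three days at 30 °C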
BH1578 lux ind: quorum light induction in luxS cqsA deficient V. cholerae. V. cholerae BH1578 lux reporter, luminescence, 6 h. activation, % at 18.7 µM. 350,000 tested, 0.16% active; in the data active = activation mostly above about 9.7%, no sharp cut-off; note: not every result past the cut was called active; inactives centre near 0; reference of the scale not given here
UGM FP inh: inhibitors of M. tuberculosis UDP-galactopyranose mutase; P9WIQ1; 320,000 tested, 0.06% active; inhibition, % at 10 µM; AID 504406; purified UGM, fluorescence polarization probe displacement; in the data active = inhibition above about 10%, passing the limit was not always enough
* = called active by the depositor; i = inactive; / = no result given; + = active, no number.

SMILES | Yp Topo-I inh | FadD28 FP inh | GDH-TPI inh | TcdB GH inh | FBA Mtb inh | Mtb BioA inh | PfHsp40 rescue | BH1578 lux ind | UGM FP inh
Cc1ccccc1CN(c1ccc(C(=O)N2CCCC2)cc1)S(C)(=O)=O | -8 | -0.7 | 1 | -0.6 | 3 | -0.3 | -0.2 | i | -1.4
O=S(=O)(Nc1ccccc1Cl)c1cc(NC(=S)NCCN2CCOCC2)ccc1Cl | 5 | 0.5 | -7 | 0.5 | 2 | 0.3 | 1.0 | -4.0 | -1.4
CC(CC(=O)N1CCN(c2ccccc2)CC1)S(=O)(=O)c1ccc2c(c1)NC(=O)CS2 (centres undefined) | 12 | -1.8 | -13 | 4.1 | 0 | 1.3 | -0.2 | -0.2 | 3.2
COc1ccc(N2C(=O)CC(SCc3ccc(Cl)cc3)C2=O)cc1 (centres undefined) | 27 | -4.5 | 9 | -0.8 | -1 | / | 70* | -0.7 | 2.2
NC(=O)c1nnn(-c2cccc(C(F)(F)F)c2)c1-c1ccccc1 | -6 | 0.5 | 3 | 1.4 | 0 | / | -0.8 | -0.6 | 1.0
Cc1c(C)c2c(OCC(=O)N[C@@H](Cc3ccccc3)C(=O)O)cc3c(c2oc1=O)CCC(C)(C)O3 | 13 | -5.1 | 38* | -1.0 | + | 2.6 | 0.3 | 0.3 | -0.4
CCC(C)c1ccc(OCC(=O)Nc2ccc3[nH]c(=O)[nH]c3c2)cc1 (centres undefined) | 5 | -4.4 | -9 | / | 0 | -2.7 | -0.6 | -0.3 | 1.6
O=C(CCNC(=O)c1ccc([N+](=O)[O-])cc1)NNC(=O)c1ccncc1 | 4 | -1.5 | 14 | 0.8 | 2 | -0.1 | 0.4 | -6.7 | -1.0
O=C(/C=C/Nc1ccccc1)C(F)(F)F | 7 | 0.6 | 10 | 0.4 | 2 | / | 0.6 | 1.4 | -0.7
O=C(Nc1ccc(N2CCCC2)cc1)c1ccc(Br)cc1 | -27 | -5.0 | 6 | -1.0 | -5 | -1.6 | -1.1 | -0.3 | -1.1
O=C(NCc1ccccc1Cl)C1CCCN(C(=O)Nc2ccc(F)cc2)C1 (centres undefined) | 7 | -1.2 | -1 | -12 | 3 | 13 | 0.2 | -1.5 | 0.0
COc1ccc(CN(CCC(C)C)S(=O)(=O)c2ccccc2Br)c(OC)c1 | 31 | -3.0 | 5 | -0.9 | -1 | -0.5 | 0.3 | i | /
COC(=O)Nc1c(C)nn(Cc2ccccc2C)c1C | 9 | 0.2 | 2 | 1.1 | -1 | / | -0.8 | 0.0 | -1.2
COc1ccc([C@@H]2CC(=O)[C@@H]3CN(S(=O)(=O)c4ccc(C)cc4)[C@H](c4ccccc4)C[C@@H]3N2S(=O)(=O)c2ccccc2)cc1 | / | 0.2 | / | 0.2 | 0 | -1.2 | / | / | /
Cc1ccc(CONC(=O)c2ccc(C)cc2)cc1 | -3 | -0.1 | -7 | 2.0 | 4 | -1.8 | -0.9 | -0.2 | -1.0
Cn1c(=O)c(S(=O)(=O)C(C)(C)C)c(O)c2ccccc21 | -1 | -2.8 | -1 | / | 0 | -0.7 | -0.8 | -0.2 | 1.9
COc1cc(S(=O)(=O)N2CCN(C)CC2)ccc1Cl | -2 | -3.0 | -3 | 0.1 | -2 | 0.8 | 0.0 | i | -0.9
N=c1c2ccccc2nnn1-c1ccc(C(F)(F)F)cc1 | 7 | -0.4 | 6 | 1.6 | 2 | / | -0.7 | -0.3 | -1.0
O=C(N/N=C/c1cc([N+](=O)[O-])ccc1Cl)c1ccc2nc[nH]c2c1 | -15 | -1.0 | 1 | / | -15 | 0.6 | 0.2 | i | 5.0
O=C1NC(=O)C(C/C=C/c2ccccc2)C(=O)N1 | -13 | -0.8 | 0 | / | 0 | -1.7 | 0.8 | 3.4 | -0.2
COc1cc(NC(=S)NCCCN(C)C)c(OC)cc1NC(=O)c1ccco1 | -3 | -5.7 | 9 | 1.0 | 0 | 0.6 | 0.9 | -0.3 | 1.4
Cc1ccc(NC(=O)Cn2cccc2C2=NC(c3ccccc3)CO2)c(C)c1 (centres undefined) | 14 | 0.6 | 3 | / | 1 | -3.1 | -1.1 | -0.3 | 1.5
O=C(NCCCn1ccnc1)/C(=C\c1ccc(Br)cc1)NC(=O)c1ccccc1F | 12 | -3.2 | 4 | 0.3 | 3 | -1.1 | 0.6 | i | -2.1
Cc1c(NC(=O)C2CCCCC2)cc(C(=O)N2CCOCC2)cc1[N+](=O)[O-] | -1 | -3.3 | -5 | 0.1 | 2 | / | 8.2 | i | -0.2
CC(/C=C1\N=C(SCc2ccccc2)SC1=O)=C\c1ccccc1 | 0 | -2.8 | 6 | / | -1 | 0.3 | -0.9 | -0.7 | -1.4
Carrying on.
SMILES | Yp Topo-I inh | FadD28 FP inh | GDH-TPI inh | TcdB GH inh | FBA Mtb inh | Mtb BioA inh | PfHsp40 rescue | BH1578 lux ind | UGM FP inh
CC1C2CC(CC1(C)C)N(C(=O)Nc1ccc3nccnc3c1)C2 (centres undefined) | 2 | -2.4 | 1 | / | 14 | / | -0.6 | i | -0.1
Cc1ccc(CNC(=O)CCC(=O)c2cccs2)cc1 | -3 | -2.7 | -6 | / | -1 | -1.8 | 0.7 | i | -1.4
COc1ccc(C(=O)NCc2ccc3c(c2)OCO3)cc1S(=O)(=O)N(C)Cc1ccccc1 | 39 | 1.7 | 0 | / | -2 | -1.4 | -0.3 | -0.3 | 0.8
O=C(Nc1ccc(S(=O)(=O)NC2=NCCCCC2)cc1)c1ccc(Cl)c([N+](=O)[O-])c1 | 11 | -0.5 | -2 | -0.2 | 3 | 3.8 | 1.0 | 2.6 | 1.3
CCOC(=O)N1CCN(c2c(NCC3CCCO3)c(=O)c2=O)CC1 (centres undefined) | -2 | -0.4 | 7 | 0.5 | -1 | -1.0 | -0.2 | 0.1 | 0.2
COc1ccc(CNC(=O)CC2C[C@H](C(=O)N3CCCCC3)[C@@]3(C)c4[nH]c5ccccc5c4CCN3C2=O)cc1OC (some centres undefined) | 24 | -0.8 | 4 | 0.2 | 1 | 1.0 | 0.2 | i | -2.9
COc1ccc(COc2ccc3ccc(=O)oc3c2)cc1 | 5 | / | 11 | -5.9 | 6 | -1.0 | 0.1 | -0.6 | -0.7
O=C(CC(c1ccccc1)c1cc(Br)ccc1O)NCCCN1CCOCC1 (centres undefined) | -4 | -4.6 | -8 | 1.0 | -2 | -0.3 | -2.0 | -3.8 | 0.3
O=C(NCc1cccs1)C1CCN(S(=O)(=O)c2ccc(Br)s2)CC1 | -4 | 0.0 | 2 | / | 5 | 0.6 | 0.3 | -3.8 | 2.4
Nc1ncnc2c1ncn2[C@@H]1O[C@H](C(=O)N[C@@H](CO)Cc2ccccc2)[C@@H](O)[C@H]1O | / | 0.3 | / | 1.5 | 5 | -0.9 | / | / | /
OC(COc1cc(Cl)c(Cl)cc1Cl)CN1CCN(c2ncccn2)CC1 (centres undefined) | 18 | -2.2 | 18 | / | -1 | / | 3.4 | i | -3.4
Clc1ccc(-c2cc(-c3ccccn3)on2)c(Cl)c1 | 1 | -2.4 | 9 | 2.0 | -1 | 3.4 | -1.2 | -0.9 | 0.2
COc1cc(CN2CCCC(CCC(=O)NCc3ccc(C)o3)C2)cc2c1OCO2 (centres undefined) | -13 | -0.3 | -1 | 0.8 | 1 | -0.8 | 0.2 | -0.1 | 0.3
Cc1nc2ccccc2c2oc(C(=O)NCc3ccccn3)cc12 | -1 | -2.4 | 1 | 3.9 | 4 | 1.7 | 1.6 | i | 2.2
Nc1ncnc2c1ncn2[C@@H]1O[C@H](CNC(=O)[C@H]2CCC(=O)N2)[C@@H](O)[C@H]1O | 1 | 0.9 | 12 | -0.1 | 3 | -0.2 | -0.1 | i | /
CCOC(=O)CN(C(=O)CNC(=O)c1ccco1)C(C(=O)NC1CCCC1)c1ccccc1OCC (centres undefined) | -4 | -1.9 | 1 | / | -9 | -0.5 | -1.7 | -0.3 | -2.0
COc1ccccc1CC(=O)NN1C(=O)NC2(CCC(C)CC2)C1=O (centres undefined) | 7 | -2.9 | 4 | 2.1 | 0 | / | 0.9 | i | /
Cc1cc(C(=O)Nc2c(F)cc(F)cc2Br)n(-c2ccccc2)n1 | 1 | -1.1 | 1 | 0.3 | 2 | 1.2 | -1.0 | -0.1 | 6.0
Cc1ccc(S(=O)(=O)N2CC=C(C(=O)NCCC(C)C)CC2)cc1 | -2 | -0.8 | -1 | -0.1 | 0 | 4.2 | -1.3 | -0.5 | 2.6
CCN(CC(=O)Nc1ccc(OC)cc1)C(=O)c1cc(S(=O)(=O)N2CCOCC2)ccc1N1CCCC1 | 8 | 1.2 | 0 | -0.1 | 0 | -2.0 | 0.6 | -0.3 | 1.4
O=S(=O)(NCCCCCCNS(=O)(=O)c1c(F)cccc1F)c1ccc2c(c1)OCCO2 | 28 | -2.1 | -3 | -0.4 | -3 | -1.9 | 0.3 | i | 3.6
Nc1cccc2c1C(=O)N(C(=O)c1cccc(S(=O)(=O)N3CCCC3)c1)C2=O | 4 | -2.5 | -3 | / | 2 | -0.8 | 0.2 | 2.8 | 0.2
O=S(=O)(c1ccc2ccccc2c1)n1cccn1 | 12 | -0.5 | -10 | -1.2 | 0 | -1.1 | 0.4 | i | 0.1
CCC1C(=O)N=C(SCC(=O)Nc2ccc(S(N)(=O)=O)cc2)NC1=O (centres undefined) | 5 | -0.5 | 13 | -0.9 | 3 | / | -1.4 | 0.3 | 2.3
CC1=C2C(=O)C3C(CC=C4CC(O)CCC43C)C2CCC12OC1CC(C)CNC1C2C (centres undefined) | -3 | 1.4 | 4 | -2.6 | 6 | -1.5 | -0.4 | -0.3 | 3.5

Some of the entries so far, field by field.
CCOC(=O)CN(C(=O)CNC(=O)c1ccco1)C(C(=O)NC1CCCC1)c1ccccc1OCC (centres undefined)
  Yp Topo-I inh: -4
  FadD28 FP inh: -1.9
  GDH-TPI inh: 1
  TcdB GH inh: /
  FBA Mtb inh: -9
  Mtb BioA inh: -0.5
  PfHsp40 rescue: -1.7
  BH1578 lux ind: -0.3
  UGM FP inh: -2.0
Cc1ccc(CNC(=O)CCC(=O)c2cccs2)cc1
  Yp Topo-I inh: -3
  FadD28 FP inh: -2.7
  GDH-TPI inh: -6
  TcdB GH inh: /
  FBA Mtb inh: -1
  Mtb BioA inh: -1.8
  PfHsp40 rescue: 0.7
  BH1578 lux ind: i
  UGM FP inh: -1.4
Cc1nc2ccccc2c2oc(C(=O)NCc3ccccn3)cc12
  Yp Topo-I inh: -1
  FadD28 FP inh: -2.4
  GDH-TPI inh: 1
  TcdB GH inh: 3.9
  FBA Mtb inh: 4
  Mtb BioA inh: 1.7
  PfHsp40 rescue: 1.6
  BH1578 lux ind: i
  UGM FP inh: 2.2
O=C(NCc1cccs1)C1CCN(S(=O)(=O)c2ccc(Br)s2)CC1
  Yp Topo-I inh: -4
  FadD28 FP inh: 0.0
  GDH-TPI inh: 2
  TcdB GH inh: /
  FBA Mtb inh: 5
  Mtb BioA inh: 0.6
  PfHsp40 rescue: 0.3
  BH1578 lux ind: -3.8
  UGM FP inh: 2.4

Continued:
SMILES | Yp Topo-I inh | FadD28 FP inh | GDH-TPI inh | TcdB GH inh | FBA Mtb inh | Mtb BioA inh | PfHsp40 rescue | BH1578 lux ind | UGM FP inh
Cc1ccc(NC(=O)C2CCCN2S(=O)(=O)c2ccc(F)cc2)c(C)c1 (centres undefined) | 7 | -2.7 | 7 | / | 5 | -0.9 | 0.1 | i | -0.9
O=C(c1ccc(-c2ccccc2)cc1)C1CCCN(C(=O)c2ccncc2)C1 (centres undefined) | 11 | -1.7 | 4 | -0.3 | 5 | / | -0.4 | i | 2.6
CCOC(=O)c1cn(Cc2ccc(C)cc2)nn1 | 2 | -1.6 | 5 | / | 2 | -1.0 | -1.6 | -0.4 | /
CCOc1ccc(NS(=O)(=O)c2coc(C(N)=O)c2)cc1 | 4 | -2.7 | -11 | -0.5 | 1 | -0.3 | 1.2 | -0.9 | 4.7
CC1(C)NC(=O)N(CCCCOc2ccc3c(c2)CCC3)C1=O | 19 | -2.3 | 1 | / | -3 | 1.5 | -1.5 | i | 1.8
CCn1c(C)nc2cc(C(=O)N/N=C(\C)c3ccc(N4CCOCC4)cc3)ccc21 | 6 | 0.8 | 17 | -1.2 | -3 | / | -0.8 | -0.3 | -0.2
O=C(CCSCCC(=O)NCc1ccc(F)cc1)NCc1ccc(F)cc1 | -3 | -0.3 | 2 | / | 2 | / | -0.3 | i | 1.5
COc1cc([N+](=O)[O-])ccc1NC(=O)CCCOc1cccc(C)c1C | 1 | -1.4 | 13 | / | -1 | -0.2 | -1.6 | 0.3 | -2.3

From PubChem BioAssay
